BAZ2B inh = inhibitors of human BAZ2B bromodomain; Q9UIF8; AlphaScreen BAZ2B-H3K14Ac peptide displacement; Potency, µM (doses to about 114 µM), inactives show top-dose activity change, negative = inhibition, actives largely listed as inhibitors; 360,000 compounds, 4.4% hits; AID 504333; note: % is set by controls: 0 for no effect and ±100 for the full control effect; nearly all actives have a fitted effect of over 60% in size
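In this displacement format the biotinylated H3(5-23) peptide acetylated at Lys14 serves as ligand at 50 nM, with BAZ2B at 50 nM in PBS pH 7.4 containing 0.01% Tween-20. Donor and acceptor beads are 10 ug/mL final.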
G9a inh = inhibitors of human histone lysine methyltransferase G9a | Q96KQ7 | G9a H3K9 monomethylation, AlphaScreen, 2 h | 350,000 compounds, 8.8% hits | Potency, µM (doses to about 102 µM), without a hit: top-dose activity, negative = inhibition, usual class: inhibitors; note: % is set by controls: 0 for no effect and ±100 for the full control effect; nearly all actives have a fitted effect of over 75% in size
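Step 1: enzyme (final 20 nM) with compound, 15 min RT. Step 2: substrate peptide 500 nM and SAM 20 uM, 2 h RT. Step 3: anti-H3K9me1 antibody and AlphaScreen beads, 10 min, then plate read.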
BLM helicase inh = inhibitors of human Bloom syndrome helicase BLM; P54132; recombinant BLM DNA unwinding, fluorescence dequenching; Potency, µM (series often up to 56.1 µM), without a hit: top-dose activity change, negative = inhibition, actives largely listed as inhibitors; 350,000 compounds, 0.2% hits; AID 2528;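 note: plate controls were vehicle for no effect and no enzyme for full effect; nearly all actives have a fitted effect of over 35% in size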
Pol kappa inh = DNA polymerase kappa (human) inhibition | 400,000 compounds, 0.53% hits | purified Pol kappa, fluorescent DNA synthesis assay, 10 min | AID 588579 | Potency, µM (highest dose often 107 µM), for the others: at the highest dose activity, negative = inhibition, usual class: inhibitors | Q9UBT6; note: % is set by controls: 0 for no effect and ±100 for the full control effect
Target sequence (Q9UBT6 whole entry, looked up): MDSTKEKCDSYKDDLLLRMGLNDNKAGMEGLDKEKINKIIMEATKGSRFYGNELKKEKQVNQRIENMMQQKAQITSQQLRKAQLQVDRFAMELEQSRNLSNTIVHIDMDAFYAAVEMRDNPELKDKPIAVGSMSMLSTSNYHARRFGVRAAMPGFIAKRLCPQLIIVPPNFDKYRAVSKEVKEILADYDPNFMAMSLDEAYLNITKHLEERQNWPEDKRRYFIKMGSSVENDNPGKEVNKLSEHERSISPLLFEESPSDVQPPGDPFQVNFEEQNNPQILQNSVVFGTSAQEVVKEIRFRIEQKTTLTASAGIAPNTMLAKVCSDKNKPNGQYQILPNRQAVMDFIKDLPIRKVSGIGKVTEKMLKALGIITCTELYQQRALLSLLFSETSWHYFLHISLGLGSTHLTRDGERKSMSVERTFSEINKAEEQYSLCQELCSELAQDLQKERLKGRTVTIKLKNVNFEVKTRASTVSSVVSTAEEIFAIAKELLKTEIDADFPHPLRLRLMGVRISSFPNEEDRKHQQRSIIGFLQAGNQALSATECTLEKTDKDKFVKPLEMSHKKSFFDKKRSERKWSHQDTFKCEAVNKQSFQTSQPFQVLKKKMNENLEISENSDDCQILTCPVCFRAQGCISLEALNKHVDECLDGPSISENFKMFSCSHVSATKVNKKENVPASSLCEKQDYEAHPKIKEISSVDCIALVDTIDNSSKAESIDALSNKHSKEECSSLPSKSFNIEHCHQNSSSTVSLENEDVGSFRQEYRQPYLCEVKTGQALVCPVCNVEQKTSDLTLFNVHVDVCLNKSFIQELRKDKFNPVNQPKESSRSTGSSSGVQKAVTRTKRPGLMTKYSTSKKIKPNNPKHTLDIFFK
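Kinetic fluorescence readout at 0 and 10 min followed reaction start with substrate at 50 nM final. Beforehand, enzyme (10 nM Pol kappa) stood 15 min with compound at room temperature; buffer-only wells were negative controls.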
APE1 inh = APE1 (human) endonuclease inhibition; P27695; AID 2517; 350,000 compounds, 0.35% hits; recombinant APE1, TAMRA/BHQ-2 abasic DNA cleavage fluorescence; Potency, µM (titrated, usually from 65.8 µM), without a hit: top-dose activity change, negative = inhibition, hits mostly inhibitors;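 note: plate controls were vehicle for no effect and reference inhibitor for full effect; nearly all actives have a fitted effect of over 55% in size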
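APE1 at 0.75 nM preincubated 15 min at room temperature with compound. Reaction then started with 50 nM double-stranded THF-abasic substrate labelled with TAMRA/BHQ-2, and 525/598 nm fluorescence read kinetically. Activity taken as third-minus-first read difference, normalized to DMSO and NSC13755 controls.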
Pol eta inh = blocks human DNA polymerase eta activity | Q9Y253 | recombinant Pol eta, fluorescent DNA replication assay | Potency, µM (series often up to 114 µM), for inactives: at the highest dose activity change, negative = inhibition, most hits filed as inhibitors | 390,000 compounds, 1.2% hits | AID 588591; note: % is set by controls: 0 for no effect and ±100 for the full control effect
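Pol eta (10 nM) was preincubated with compounds for 15 min at room temperature, after which fluorescent replication substrate (50 nM final) was added to start the reaction. Fluorescence was read kinetically at 0 and 10 min.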
POLB inh = blocks human DNA polymerase beta activity; Potency, µM (highest dose often 114 µM), without a hit: at the highest dose activity change, negative = inhibition, usual class: inhibitors; 340,000 compounds, 1.3% hits; Pol beta primer extension/strand displacement, fluorescence kinetic; note: % is set by controls: 0 for no effect and ±100 for the full control effect
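Homogeneous kinetic assay of primer extension and strand displacement by 10 nM Pol beta, preincubated 15 min at room temperature with compound before 50 nM substrate (final) was added. Read at 0 and 10 min; four-parameter Hill fit.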
Anesthetic bind = binds horse apoferritin like a general anesthetic. apoferritin/1-aminoanthracene competitive binding, fluorescence. Potency, µM (series often up to 77.5 µM), without a hit: top-dose activity change, negative = displacement, most hits filed as inhibitors. 350,000 compounds, 0.074% hits; note: % is set by controls: 0 for no effect and ±100 for the full control effect; nearly all actives have a fitted effect of over 20% in size
Target sequence (P02791 2-175 limits assumed): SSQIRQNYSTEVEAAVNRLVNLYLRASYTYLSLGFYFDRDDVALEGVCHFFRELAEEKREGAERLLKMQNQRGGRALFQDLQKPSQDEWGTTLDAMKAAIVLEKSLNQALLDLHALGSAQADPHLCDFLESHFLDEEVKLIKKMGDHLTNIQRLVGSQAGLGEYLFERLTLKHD
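Probe: 1-aminoanthracene (50% saturated, PBS). Protein: horse-spleen apoferritin, 10 uM. Incubation: 10 min, room temperature. Detection: 380 nm excitation, 535 nm emission. Analysis: normalized response, four-parameter Hill.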
Pol iota inh = inhibitors of human DNA polymerase iota; Q9UNA4; Pol iota fluorescent replication assay, 10 min; Potency, µM (series often up to 115 µM), inactives show at the top dose activity, negative = inhibition, usual class: inhibitors; 390,000 compounds, 1% hits
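Fluorescent replication assay read twice, at 0 min and 10 min after adding 50 nM (final) substrate. Enzyme (10 nM) and compounds were first incubated 15 min at room temperature; enzyme-free buffer wells were negative controls.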
An asterisk follows results filed as active; ? = inconclusive; nt = not tested or not shown; & = joins results of further samples; [ ] = dose if it differs, or a comment. Calls come from the whole dose curve; as a rule, active = well fitted curve in the direction sought with a large enough effect; inconclusive = small, poorly fitted or top-dose-only effect, or another doubt; inactive = no such curve, though single readings can be large; an effect the other way counts as inactive or inconclusive. Potency is the fitted concentration of half-maximal effect. Some of the compounds tested, so the mix of outcomes need not match the whole.

SMILES,BAZ2B inh,G9a inh,BLM helicase inh,Pol kappa inh,APE1 inh,Pol eta inh,POLB inh,Anesthetic bind,Pol iota inh
Cc1ccc(NC(=O)C2CCCN2S(=O)(=O)c2ccc3nc(-c4ccccc4)[nH]c3c2)cc1C (stereo unspecified),79µM*,-34%[59 µM],-1%,-26%,nt,-10%,-33%,49%[activator],?
CC(C)C(=O)NS(=O)(=O)c1ccc(N)cc1,3%,17%[59 µM],-1%,-15%,-1%,-1%,15%,-4%,5%
Oc1oc(C=Nc2ccc(F)cc2F)c2ccccc12,?,5µM*,-3%,5%,-2%,-11%,-24%,-5%,12%
Cn1c(NCc2ccccc2)nc2c1c(=O)n(Cc1ccccc1)c(=O)n2C,?,1%[12.7 µM],-6%,1%,-2%,2%,-20%,7%,-9%
Cc1cc(NC(=O)CSc2nc3c(C)cccc3cc2C#N)no1,1%,?,-6%,-28%,46%,-3%,-7%,2%,126%[activator]
O=C(O)C1CCCCN1C(=O)c1ccc(S(=O)(=O)N2CCCC2)cc1 (stereo unspecified),-1%,-48%,nt,-1%,8%,-7%,nt,nt,28%
COc1ccc(NS(=O)(=O)c2ccc(OCC(=O)N3CCOCC3)cc2)cc1,5%,2%[59 µM],0%,-12%,-3%,1%,27%,-13%,-5%
Fc1cccc(Cn2cc(C(=S)N3CCCCC3)c3ccccc32)c1,-39%,?,-8%,-8%,-4%,-1%,1%,3%,?
Cc1nc(S(=O)(=O)c2ccc(Cl)cc2)c(NCc2ccccc2)o1,-6%,45µM*,-3%,-4%,3%,-14%,17%,48%[activator],40%[activator]
CCCn1c(SCC(=O)c2c[nH]c3ccccc23)nnc1-c1ccncc1,-6%,?,3%,-1%,0%,-20%,2%,7%,7%
O=C(/C=C/c1cn(-c2ccccc2)nc1-c1cccnc1)NCCN1CCOCC1,-15%,-14%,2%,1%,-6%,1%,0%,-12%,4%
O=C(O)c1ccc(N2C(=O)c3[nH]nc(-c4ccccc4)c3C2c2ccccc2)cc1 (stereo unspecified),6%,?,-1%,-5%,?,0%,0%,-4%,-23%
O=C(Nc1nnc(-c2ccccc2)s1)c1cccc(S(=O)(=O)N2CCOCC2)c1,-4%,?,1%,1%,1%,0%,-5%,0%,22%
Cc1nc(C)c(-c2ccn(S(=O)(=O)c3ccc(Cl)cc3)n2)o1,22%,nt,-6%,0%,-3%,-18%,7%,4%,49%[activator]
COC(=O)c1ccc(NC(=S)N2CCN(C(=O)c3ccco3)CC2)cc1,-21%,32µM*,3%,-14%,7%,-4%,-6%,-10%,-15%
COc1ccc(N2CC(C(=O)Nc3c4c(nn3-c3ccc(OC)cc3)CS(=O)(=O)C4)CC2=O)cc1 (stereo unspecified),4%,14%,0%,-7%,2%,-11%,9%,-13%,?
CC12CCC(C(=O)NCCCN3CCOCC3)(C(Br)C1=O)C2(C)C (stereo unspecified),-1%,nt,-18%,-2%,-4%,-2%,-15%,0%,-26%
Cc1occc1C(=O)NNC(=O)c1ccccc1F,-11%,7%,-3%,-11%,4%,11%,-2%,-6%,-5%
Cn1cc(S(=O)(=O)NC[C@H]2O[C@@H](n3cnc4c(N)ncnc43)[C@H](O)[C@@H]2O)cn1,nt,nt,nt,-15%,-13%,-7%,nt,nt,?
COC(=O)c1ccc(NC(=O)COc2ccccc2OC)cc1,10%,1%[59 µM],-2%,-13%,-7%,-9%,32%,-16%,-2%
COC(=O)c1ccc(CSc2nc3ccccc3s2)o1,69%[activator],3%[59 µM],-4%,-6%,13%,-15%,-11%,-14%,4%
O=C1CCCN1CCCNc1nc2c(S(=O)(=O)c3ccc(Br)cc3)nnn2c2ccccc12,-1%,26%,-6%,4%,7%,-5%,21%,-5%,21%
O=C(Nc1ccc(F)cc1)c1cc(-c2ccccn2)nc2c(Cl)cccc12,-1%,nt,-6%,-2%,2%,13%,-14%,-2%,11%
COc1ccc(/C=C/C(=O)NCC(=O)N/N=C(/C)c2ccc(Cl)cc2)cc1,-20%,9%,-10%,-6%,-2%,8%,-15%,-16%,?

Reprinted at random: 2 records from the list.
SMILES,BAZ2B inh,G9a inh,BLM helicase inh,Pol kappa inh,APE1 inh,Pol eta inh,POLB inh,Anesthetic bind,Pol iota inh
COC(=O)c1ccc(CSc2nc3ccccc3s2)o1,69%[activator],3%[59 µM],-4%,-6%,13%,-15%,-11%,-14%,4%
COc1ccc(/C=C/C(=O)NCC(=O)N/N=C(/C)c2ccc(Cl)cc2)cc1,-20%,9%,-10%,-6%,-2%,8%,-15%,-16%,?

Further results follow.
SMILES,BAZ2B inh,G9a inh,BLM helicase inh,Pol kappa inh,APE1 inh,Pol eta inh,POLB inh,Anesthetic bind,Pol iota inh
CC1=NN(c2ccc(Br)cc2)C(=O)/C1=C/c1ccc(-c2ccccc2C(=O)O)o1,35µM*,35µM*,-10%,-10%,30%,79µM*,0%,-12%,?
Fc1ccc(NC(=S)Nc2cccnc2)cc1,-24%,?,0%,5%,1%,-20%,10%,-5%,-22%
N/C(=N\OC(=O)Cc1ccccc1)c1ccccn1,1%,14%[59 µM],0%,-4%,-2%,-1%,-11%,-16%,4%
CCc1cccc(C)c1NC(=O)CN(C)S(=O)(=O)c1ccc(-c2ccc(=O)[nH]n2)s1,-15%,-7%,1%,-8%,-14%,-11%,1%,-1%,12%
O=C(c1ccccc1)[C@H]1CC=CC[C@H]1C(=O)O,-6%,22%[59 µM],2%,-6%,8%,-21%,4%,9%,11%
O=S1(=O)CCO[C@H]2Cc3ccccc3[C@H]2N1Cc1cccc(C(F)(F)F)c1,-1%,12%,-14%,-22%&-7%,-15%,-21%,-2%,-8%,-9%&25%
C/C(N)=C(/C#N)C(=O)COC(=O)C(c1ccccc1)c1ccccc1,-9%,-2%,-3%,-11%,?,-18%,3%,2%,55%[activator]
Cc1nc(CS(=O)c2ccc(Cl)cc2)cc(N2CCOCC2)n1 (stereo unspecified),7%,15%[59 µM],-2%,-10%,9%,-7%,12%,-5%,2%
CCOc1cc(N2CCOCC2)c(OCC)cc1NC(=O)c1ccc(OC(C)C)cc1,-24%,-41%,-2%,-17%,-5%,-16%,2%,0%,32%[activator]
CCn1c(CNC(=O)C23CC4CC(CC(C4)C2)C3)nnc1SCC(=O)Nc1ccc(F)cc1,-3%,-2%[59 µM],0%,-8%,nt,-17%,?,?,6%
O=c1oc2ccccc2cc1-c1csc(Nc2ccc(O)cc2)n1,-35%,13µM*,-16%,-20%,0%,-17%,1%,-16%,240%[activator]
CC1(C)CCC=[N+]1[O-],nt,21%[12.7 µM],nt,-13%[60.1 µM],17%,-2%[57.1 µM],15%[57.1 µM],nt,3%[58.9 µM]
CCc1ccc(S(=O)(=O)Nc2ccc(O)c3c(=O)cc(-c4ccccc4Cl)oc23)cc1,-22%,?,-5%,-16%,-3%,-15%,2%,-18%,1%
CC(C)NC(=O)Cn1cnc2c(cnn2-c2ccc(F)cc2)c1=O,-3%,nt,-1%,2%,2%,-5%,3%,-4%,15%
Nc1c(S(=O)(=O)c2cc(Cl)ccc2Cl)c2nc3ccccc3nc2n1CCN1CCOCC1,0%,62%[activator][12.7 µM],-4%,-11%,-7%,-10%,24%,70%[activator],-17%
O=C(O)c1ccc(CSc2nnc(COc3ccc(Cl)cc3Cl)o2)cc1,4%,?,-2%,-30%,12%,-7%,11%,-17%,2%
C=CCN(C(=O)c1csnn1)C(C(=O)NC1CCCCC1)c1ccc(Cl)cc1 (stereo unspecified),5%,54%[activator],-5%,-9%,-17%,-8%,53%,-11%,109%[activator]
C/C(=C\c1ccccc1)CN1CCN(c2cccc(Cl)c2)CC1,23%,21%[59 µM],-1%,-5%,-3%,1%,20%,1%,?
Cc1nc(-c2cc(-c3nc(-c4cc(C(F)(F)F)cc(C(F)(F)F)c4)no3)no2)cs1,9%,nt,-1%,-4%,12%,0%,29%,4%,32%
CN(C)C(CNC(=O)c1cccc(S(=O)(=O)N2CC3(C)CC2CC(C)(C)C3)c1)c1ccco1 (stereo unspecified),-6%,?,-4%,-7%,-1%,-9%,-10%,?,12%
C[C@H]1CN=C(N(C)C)N1CCc1cccc(F)c1,3%,23%[2.33 µM],nt,-8%,6%,-9%,nt,nt,?
Nn1c(SCC(=O)N2CCCc3ccccc32)nnc1-c1ccccc1,2%,4%[12.7 µM],-1%,-2%,8%,-1%,20%,-12%,13%
C=CCn1c(COc2ccc(OC)cc2)nnc1SC(C)C(=O)NC1CC1 (stereo unspecified),-3%,24%[12.7 µM],nt,11%,20%,-7%,nt,nt,8%
N/C(=N\OC(=O)c1ccc2c(c1)OCO2)c1cccc([N+](=O)[O-])c1,-6%,-39%,-8%,-7%,-2%,-19%,?,-6%,11%
COc1ccc(S(=O)(=O)NCc2ccccn2)cc1NC(=O)c1ccc(C)cc1,-37%,-7%,nt,6%,30%,-16%,nt,nt,-2%
CCOC(=O)c1sc(=S)n(-c2ccc(Cl)cc2)c1C,-25%,?,-3%,-20%,-2%,-9%,-24%,-8%,2%
C=CCOc1ccccc1CN1CCC(Oc2ccc(C(=O)N3CCCC3)cc2)CC1,-3%[57.1 µM],-9%,-8%,-5%,0%,-14%,17%,6%,20%
C=CCn1c(SCC(=O)NCCO)nc2sc(C)c(C)c2c1=O,-1%,-30%,1%,-10%,?,-6%,1%,5%,20%
O=C(CCc1ccc(S(=O)(=O)N2CCOCC2)cc1)Nc1c(F)cccc1F,nt,nt,nt,-25%,7%,-6%,nt,nt,16%
O=C(COC(=O)c1cccc(S(=O)(=O)N2CCOCC2)c1)Nc1ncc(C(F)(F)F)cc1Cl,-2%,?,-2%,-16%,-6%,-12%,2%,?,16%

High-throughput results from PubChem.
